Screens: PubChem, National Center for Advancing Translational Sciences (NCATS)
USP2a block = USP2a (human) protease inhibition; USP2 core, Ub-CHOP2 coupled fluorogenic reporter, 485/531; Potency, µM (titrated, usually from 38.3 µM), for inactives: top-dose activity change, negative = inhibition, hits mostly inhibitors; O75604; hit rate 0.01% among 330,000;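 further: potency means the concentration at half of the fitted maximal effect; plate controls were DMSO wells for no effect and full inhibition by NEM control for full effect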
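Deubiquitinase activity read as fluorescence (485/531 nm) after Ub-CHOP2 cleavage activates the enterokinase reporter on its substrate; USP2 core 10nM, Ub-CHOP2 and substrate 25nM each, 30min compound preincubation then 60min RT; data normalized to NEM, curves fitted.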
Eya2 phos inh = Eya2 (human) phosphatase inhibition | O00167 | recombinant Eya2, OMFP fluorescence dephosphorylation (OMFP is methylfluorescein phosphate) | Potency, µM (doses to about 76.9 µM), for inactives: at the top dose activity, negative = inhibition, usual class: inhibitors | hit rate 0.006% among 330,000 | AID 488837; further: potency means the concentration at half of the fitted maximal effect; on the % scale 0 is the no-effect control and ±100 the full control effect
Target sequence (O00167 whole entry, looked up): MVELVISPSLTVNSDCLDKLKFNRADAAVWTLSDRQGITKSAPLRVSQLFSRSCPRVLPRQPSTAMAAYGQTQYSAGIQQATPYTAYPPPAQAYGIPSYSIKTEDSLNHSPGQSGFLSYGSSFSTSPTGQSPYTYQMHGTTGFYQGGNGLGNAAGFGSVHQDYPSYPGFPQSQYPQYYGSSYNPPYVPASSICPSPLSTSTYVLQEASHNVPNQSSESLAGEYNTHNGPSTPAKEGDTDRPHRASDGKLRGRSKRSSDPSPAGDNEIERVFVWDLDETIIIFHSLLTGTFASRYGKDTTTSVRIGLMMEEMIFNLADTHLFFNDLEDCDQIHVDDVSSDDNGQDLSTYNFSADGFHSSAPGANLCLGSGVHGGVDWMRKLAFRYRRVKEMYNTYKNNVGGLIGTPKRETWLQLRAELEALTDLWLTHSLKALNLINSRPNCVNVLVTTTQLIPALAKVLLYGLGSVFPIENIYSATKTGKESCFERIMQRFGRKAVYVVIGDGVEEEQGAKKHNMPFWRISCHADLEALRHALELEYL
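Eya2 protein (added as 0.2 uM solution) was preincubated with compound for 10 min at ambient temperature in 50 mM HEPES pH 7.5, 50 mM NaCl, 5 uM MgCl2, 0.05% BSA, 1 mM DTT. OMFP (added at 50 uM) then reacted 10 min; fluorescence read at 485/525 nm.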
B2AR arrestin = agonists driving beta-arrestin recruitment to human beta2-adrenergic receptor. P07550. beta-arrestin recruitment to beta2AR, cell-based reporter. Potency, µM (series often up to 46.1 µM), for the others: at the top dose activation, hits mostly activators. hit rate 0.02% among 330,000. AID 492947;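 further: potency means the concentration at half of the fitted maximal effect; 0% = DMSO controls and full agonism = EC100 isoproterenol or metaproterenol; nearly all actives have a fitted effect of over 65% in size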
Target sequence (P07550 whole entry, looked up): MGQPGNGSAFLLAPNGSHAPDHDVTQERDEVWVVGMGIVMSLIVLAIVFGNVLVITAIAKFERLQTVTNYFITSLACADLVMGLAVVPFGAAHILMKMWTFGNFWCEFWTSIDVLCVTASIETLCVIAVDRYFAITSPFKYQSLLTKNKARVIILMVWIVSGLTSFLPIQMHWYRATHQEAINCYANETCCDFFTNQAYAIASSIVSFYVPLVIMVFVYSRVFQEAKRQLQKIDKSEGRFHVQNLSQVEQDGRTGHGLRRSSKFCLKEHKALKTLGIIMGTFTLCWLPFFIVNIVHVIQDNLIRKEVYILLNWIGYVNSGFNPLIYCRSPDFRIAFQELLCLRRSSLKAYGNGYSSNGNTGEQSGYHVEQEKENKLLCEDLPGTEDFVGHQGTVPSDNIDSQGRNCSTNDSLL
ELG1 repair inh = inhibitors of ELG1-dependent DNA repair in HEK293T cells. hit rate 2.3% among 330,000. AID 504467. Potency, µM (top dose mostly 46.1 µM), for inactives: at the top dose activity change, negative = inhibition, actives largely listed as inhibitors. HEK293T ELG1-luciferase reporter, luminescence, 16 h; DNA damage induced by 5-fluorouridine; further: potency means the concentration at half of the fitted maximal effect; on the % scale 0 is the no-effect control and ±100 the full control effect; nearly all actives have a fitted effect of over 55% in size
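5-Fluorouridine DNA damage + compound/DMSO, 2,000 cells/well, 16 h, 37 °C/5% CO2. ONE-Glo, 30 min RT, luminescence. Readout = decrease in reporter signal.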
Mito fusion yeast = mitochondrial division inhibition or fusion activation | S. cerevisiae fusion-defective mutant growth rescue, CellTiterGlo 48 h | Potency, µM (top dose mostly 46.1 µM), inactives show at the top dose growth rescue (activation), hits mostly activators | hit rate 0.23% among 320,000;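 further: potency means the concentration at half of the fitted maximal effect; % of control where 0% means no effect; nearly all actives have a fitted effect of over 45% in size; temperature-sensitive fusion mutants such as fzo1-1 at 37 °C on non-fermentable ethanol glycerol medium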
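Compounds are tested for their ability to restore growth of mitochondrial fusion-defective yeast strains at non-permissive 37C in YPEG medium over 48 hours. Viability is quantified by luciferase luminescence.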
TSHR antagonist = blocks TSH signaling through the human TSH receptor; TSHR-expressing cells, TSH-stimulated cAMP HTRF, 2 h; active compounds read low; P16473; activity change, negative = inhibition, % at 11.5 µM; hit rate 0.2% among 330,000;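 active means activity change below a set negative limit, meaning inhibition stronger than a set level, cut at about -70% in these data; inconclusive means activity change between two set negative limits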; further: on the % scale 0 is the no-effect control and ±100 the full control effect
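TSHR-expressing cells were treated with compounds, then stimulated with TSH at EC80 (4nM final) for 2 hours at 37 deg C. Cellular cAMP was measured by HTRF competition between lysate cAMP and cAMP-d2 for a cryptate-labelled anti-cAMP antibody.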
Tb PFK block = blocks T. brucei phosphofructokinase. Potency, µM (series often up to 57.5 µM), inactives show at the highest dose activity, negative = inhibition, usual class: inhibitors. hit rate 0.17% among 330,000. T. brucei PFK, ADP-Glo luminescence. O15648;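 further: potency means the concentration at half of the fitted maximal effect; 0% = uninhibited 1x PFK enzyme wells and -100% = no-enzyme wells; nearly all actives have a fitted effect of over 60% in size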
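Activity is normalized to no-enzyme wells (full inhibition) and 1.25 nM enzyme wells (no inhibition). Reaction: 0.5 mM F6P, 0.1 mM ATP, 45 min RT, ADP-Glo luminescence; concentration-response curves fitted and classed by quality.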
TCR activator = T cell receptor activation; primary human leukocytes, anti-CD3, IL-2 HTRF, 48 h; Potency, µM (highest dose often 9.22 µM), inactives show at the top dose activation of IL-2 secretion, hits mostly activators; 330,000 tested, under 10 active; AID 504894; further: % of control where 0% means no effect
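Primary human leukocytes receive a-CD3 beads and test compound and are incubated 48 hr. Secreted IL-2 is then assayed by HTRF, measuring 665nm acceptor emission after 320nm excitation of the europium donor.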
TSG101-PTAP inh = blocks PTAP/TSG101 interaction to inhibit HIV-1 budding; Q99816; Fluorescence polarization, FITC-PTAP peptide / Tsg101 binding; Potency, µM (doses to about 115 µM), inactives show at the top dose activity change, negative = inhibition, actives largely listed as inhibitors; 340,000 tested, under 10 active; AID 493005; active means well fitted inhibition curve with a large enough effect in the main read-out, with a control signal flat, not every such curve was filed as active; inconclusive means small, poorly fitted or top-dose-only effect, or effect the other way, or a change in a side signal; inactive means no such curve, though single readings can be large or run the other way; further: potency means the concentration at half of the fitted maximal effect; % of control where 0% means no effect
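Tsg101 binding domain (10 uM final) was mixed with compound and a FITC-labeled PTAP peptide (50 nM final) in HEPES pH 7.5 buffer with NaCl, Tween 20, EDTA and TCEP; fluorescence polarization was read after 20 min at r.t.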
Chronic BCR inh = blocks chronic active B-cell receptor signaling; hit rate 0.05% among 340,000; ABC-DLBCL IkBa-CBG/CBR reporter, luminescence ratio, 4 h; Potency, µM (series often up to 46.1 µM), for the others: at the top dose ratio change, negative = lower green/red ratio, actives largely listed as inhibitors; AID 493014; active means well fitted inhibition curve with a large enough effect in the signal ratio, with a control signal flat, not every such curve was filed as active; inconclusive means small, poorly fitted or top-dose-only effect, or effect the other way, or a change in a side signal; the % refers to the signal ratio;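 further: potency means the concentration at half of the fitted maximal effect; plate controls were basal doxycycline-induced cells for no effect and cells given 10 µM MG132 for full effect; MG132 reads +100%, hits lower the ratio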
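TMD8 human ABC-DLBCL cells with doxycycline-inducible IκBα–green luciferase fusion and unfused red luciferase, in 0.5% FBS medium; compounds up to 46 uM, 4 h at 37C. Green/red luminescence ratio, filter-overlap corrected, fitted to concentration-response curves.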
uPA generation = inhibitors of cell surface uPA generation. hit rate 0.31% among 330,000. Potency, µM (highest dose often 38.3 µM), for inactives: at the highest dose activity change, negative = inhibition, usual class: inhibitors. AID 540303. cell surface uPA generation assay, qHTS; active means well fitted inhibition curve with a large enough effect; inconclusive means small, poorly fitted or top-dose-only effect; inactive means no such curve, though single readings can be large or run the other way; tested in mouse RAW 264.7 cells; further: potency means the concentration at half of the fitted maximal effect; on the % scale 0 is the no-effect control and ±100 the full control effect; nearly all actives have a fitted effect of over 55% in size
An asterisk follows results filed as active; ? = inconclusive; / = no result given; [ ] = dose if it differs, or a comment. Unless noted, the call rests on the fitted dose curve; in most records, active means well fitted curve in the direction sought with a large enough effect; inconclusive means small, poorly fitted or top-dose-only effect, or another doubt; inactive means no such curve, though single readings can be large; an effect the other way counts as inactive or inconclusive.

SMILES	USP2a block	Eya2 phos inh	B2AR arrestin	ELG1 repair inh	Mito fusion yeast	TSHR antagonist	Tb PFK block	TCR activator	TSG101-PTAP inh	Chronic BCR inh	uPA generation
C[C@@H](NC(=O)Cn1cnc2c(NCc3ccccc3)ncnc21)c1cccc2ccccc12	-1%	-8%	-0.1%	-21%	/	-3	-3%	-5%[46.1 µM]	0%	-14%	3%
CCN(C(=S)Nc1cccc(C)c1)c1ccccc1	2%	-11%	-0.3%	16%	-2%	21	-5%	-9%[46.1 µM]	1%	?	2%
CCN(C(=O)CSc1nc(-c2cccs2)nc2ccccc12)C1CCS(=O)(=O)C1 (stereo unspecified)	3%	?	0.4%	-24%	6%	-9	0%	-8%	6%	6%	0%
Cc1ccc(Oc2c(CO)c(-c3ccccc3)nn2C)cc1	0%	-17%	0.0%	?	14%	-12	0%	/	-4%	-13%	-10%
O=C(CC1CCCC1)N1CCCC(Nc2ccc(F)cc2)C1 (stereo unspecified)	0%	8%	-0.2%	-4%	3%	-3	1%	-4%	-1%	-1%	4%
O=C(/C=C/c1ccccc1[N+](=O)[O-])OC1CCCCC1=O (stereo unspecified)	0%	1%	-0.3%	8%	-11%	3	0%	-7%	0%	?	-1%
CC(=O)C1[C@H](N(C)C)CC2C3CC=C4CC(O)CC[C@]4(C)C3CC[C@@]21C (stereo partly specified)	-1%	4%	-1.0%	-1%	-11%	4	-4%	-2%	-7%	1%	4%
CCC(=O)Nc1c(-c2ccccc2)c(=O)c2ccccc2n1C	2%	7%	0.3%	-4%	-1%	-2	0%	1%	0%	?	-2%
CC(=O)Oc1ccc(C(=O)[C@H]2[C@H]3C(=O)N(c4cccc5ccccc45)C(=O)[C@H]3[C@@H]3C=CC=NN32)cc1	-7%	-2%	-1.6%	4%	0%	9	-3%	0%[46.1 µM]	3%	-17%	8%
C=C(C)Cn1c(NCCC)nc2c1c(=O)n(C)c(=O)n2C	0%	2%	0.4%	-4%	-4%	0	2%	0%	-14%	14%	-13%
CCOc1ccccc1NC(=O)CN(c1ccc(C)cc1)S(=O)(=O)c1c(C)noc1C	-2%	-32%	-2.1%	?	?	31	0%	3%	-2%	?	-1%
CCC1CCCCN1C(=O)CSc1nc(N)c(NC(=O)c2ccc(OC)c(OC)c2)c(=O)[nH]1 (stereo unspecified)	3%	-12%	-1.3%	0%	0%	9	-9%	-4%	-3%	2%	-8%
CC1(O)N(Cc2ccccc2)C(=O)OC12CCCCC2 (stereo unspecified)	0%	-18%	0.0%	5%	11%	-12	-4%	/	-5%	12%	-10%
O=C1CCCN1c1ccc(S(=O)(=O)N2CCN(c3ccccc3)CC2)cc1	0%	-11%	0.0%	1%	4%	12	-6%	-3%	-1%	-9%	-1%
C[C@H]1CN=C(Nc2ccccc2)N1CCC1CCCCC1	0%	4%	-0.6%	-8%	-4%	4	-4%	1%	-3%	?	-24%
COc1ccc(-c2noc(CCCC(=O)N3CCOCC3)n2)cc1	2%	1%	0.1%	-18%	-2%	-12	2%	-9%	-6%	1%	2%
O=C(Nc1ccncc1)c1cc(F)cc(F)c1	-3%	-4%	0.3%	-11%	-3%	1	0%	-2%	-1%	-13%	-2%
Cc1cc(Cl)ccc1NC(=S)NCc1cccs1	6%	6%	0.4%	-19%	-8%	-13	-8%	-3%	-5%	10%	2%
COc1ccc(NC(=O)CN(c2ccccc2C)S(C)(=O)=O)c(OC)c1	0%	10%	0.3%	-5%	0%	-6	4%	-6%	-1%	-8%	18%
CCNc1nc(CSc2ccccc2)nc2sc(C)c(C)c12	1%	3%	0.0%	-9%	19%	-21	-19%	1%[46.1 µM]	-7%	?	-2%
FC(F)(F)c1cc(-c2ccco2)nc(-n2nnc3ccccc32)n1	2%	-17%	0.2%	7%	0%	-4	0%	11%	-6%	1%	/
O=C1CCC/C1=C\Nc1ccc(Cl)c([N+](=O)[O-])c1	11%	9%	-0.2%	2%	-2%	-1	?	-2%	0%	9%	-2%
CCOC(=O)c1c(NC(=O)C2CCCO2)sc(C(=O)OC(C)(C)C)c1C (stereo unspecified)	2%	-21%	-0.4%	0%	1%	6	-8%	3%	-2%	1%	7%
CCCn1c2ccccc2c2cnn(CC(=O)NCCCN3CCN(c4ccccc4)CC3)c(=O)c21	-4%	-4%	0.1%	-8%	-15%	6	-8%	-1%	-4%	-22%	?
COc1ccc(OC)c(NC(=O)COC(=O)Cn2nnc(-c3ccccc3)n2)c1	1%	-4%	0.1%	9%	1%	16	10%	3%	-2%	-1%	17%
CCCCCOC(=O)Cc1c(O)c2ccccc2[nH]c1=O	1%	-4%	0.0%	16%	11%	4	-2%	1%	-1%	3%	7%
CCC(=O)N1CCc2cc(S(=O)(=O)CCC(=O)NC(C)CC)ccc21 (stereo unspecified)	0%	-7%	0.0%	4%	1%	0	5%	-6%	-6%	-16%	3%
COc1ccc(/C=N/NC(=O)c2nn(C)cc2Br)cc1CSCc1ccco1	0%	-6%	2.1%	-16%	-2%	-13	3%	-3%	1%	?	?
COc1cc(/C=N/NC(=O)c2sc(N)c(C#N)c2C)cc(Br)c1O	-1%	-18%	0.1%	-2%	-1%	-7	10%	2%	0%	?	17%
C/C(O)=C(/C=NCC(=O)O)C(=O)Nc1nccs1	3%	20%	-0.1%	1%	25%	-3	-3%	-1%	-3%	?	-1%
Cn1c2ccccc2c2c(C(=O)O)cn(C3CCCC3)c(=O)c21	-1%	2%	-0.1%	3%	1%	8	1%	9%	-4%	?	-25%
CC1CC(C)CN(CC(O)COCc2ccccc2F)C1 (stereo unspecified)	2%	-13%	-0.2%	-2%	12%	17	0%	-4%	-4%	4%	1%
CCOc1ccc(CNC(=O)CCCC(=O)n2nc(C)c3ccccc32)cc1	1%	7%	-1.4%	-5%	-8%	-3	1%	-2%	-1%	?	-2%
COc1ccccc1NC(=S)NNC(=O)c1ccc(O)cc1	2%	7%	-0.3%	?	3%	0	2%	6%	-2%	?	0%
CCOC(=O)N1CCC2(CC1)C(C#N)=C(N)OC1=C2C(=O)CCC1	1%	0%	0.0%	5%	-2%	-6	-3%	6%	-5%	8%	-2%
O=C(NNC(=O)c1ccc[nH]1)Nc1cc(Cl)cc(Cl)c1	0%	-7%	-1.0%	?	0%	9	-14%	-1%	0%	0%	-1%
COC(=O)CCNS(=O)(=O)c1ccc2nsnc2c1	0%	-10%	-0.6%	2%	1%	37	0%	3%	0%	6%	6%
Cc1ccc(C(=O)Nc2c(N)nc(SCC(=O)Nc3cc(C)on3)[nH]c2=O)cc1	3%	8%	-1.1%	?	1%	12	0%	-3%	1%	?	-3%
COc1ccccc1NC(=O)c1nc(S(=O)(=O)Cc2ccccc2)ncc1Cl	4%	0%	-0.4%	?	-15%	-78*	-11%	1%	3%	?	-5%
CC(=O)Nc1ccc(Nc2ccc3nonc3c2[N+](=O)[O-])cc1	-2%	-2%	-0.1%	?	12%	-5	-1%	3%	-1%	-1%	1%
CCC1=NN(C(=O)C(=O)NCCc2ccccc2)C(O)(C(F)(F)F)C1 (stereo unspecified)	-1%	8%	0.2%	2%	3%	-10	0%	-1%	0%	12%	8%
COc1ccc(C(=O)/C=C2/C(=O)Nc3ccccc32)c(OC)c1	2%	-10%	-0.5%	0%	-95%[inhibitor]	-13	-5%	1%	2%	?	-19%
Cc1ccc(-n2nnc(-c3cc4ccccc4n3C)n2)cc1	-8%	12%	0.5%	?	-5%	25	-6%	4%	-10%	-1%	-8%
COc1ccccc1C(=O)CSc1nnc(-c2ccco2)o1	0%	6%	0.4%	?	-6%	15	-4%	-3%	1%	?	3%
CC1Cc2cc(S(=O)(=O)N3CCC(C(=O)N4CCN(c5ccccc5F)CC4)CC3)ccc2N1C(=O)C1CC1 (stereo unspecified)	-8%	1%	-1.2%	?	-29%	-17	2%	0%	-4%	-3%	-15%
O=C(COC(=O)c1ccc2c(c1)OCCO2)Nc1cc(S(=O)(=O)N2CCOCC2)ccc1Cl	8%	-6%	0.3%	-8%	11%	-4	-4%	10%	-3%	4%	-2%
